MEP2-GFP yeast: alters MEP2-GFP fluorescence in TOR pathway yeast screen | AID 2016 | S. cerevisiae MEP2-GFP strain, flow cytometry GFP, 3 h; 100% = DMSO control level | GFP response vs DMSO, % at 10 µM | actives 0.51% (n = 330,000);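 active = GFP response versus DMSO above a set limit, roughly screen mean plus 3 SD, cut at about 180% in these data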;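 note: median GFP fluorescence of the barcode-gated MEP2-GFP cells per well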
LAP4-GFP MLPCN: alters LAP4-GFP fluorescence in TOR pathway yeast screen; GFP response vs DMSO, % at 10 µM; S. cerevisiae LAP4-GFP multiplex, flow cytometry GFP, 3 h; median GFP as percent of DMSO wells; AID 2023; actives 0.34% (n = 320,000);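 active = GFP response vs DMSO above a set limit, about the screen mean plus 3 SD, cut at about 150% in these data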
proCasp7 act: counter-screen: procaspase-7 (human) activation. P55210. recombinant procaspase-7, Ac-DEVD-pNA absorbance 405 nm; D23A/D198A/D206A triple mutant, cannot self-cleave; scale: DMSO 0, 5 µM enzyme 100. activation, % at 8.5 µM. actives 0.093% (n = 330,000). AID 463210;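 active = percent activation above the screen-wide mean plus 3 SD, cut at about 25% in these data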
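Assay system – Uncleavable procaspase-7 mutant enzyme · Quantity – 2 µM procaspase-7 mutant as dispensed · Times – 1 h preincubation, 2 h reaction · Dosing – single nominal 8.5 µM compound dose, 0.8% DMSO final · Buffer or medium – Zinc-free 50 mM HEPES buffer, pH 7.4, with NaCl and Triton X-100 · Detection – Epi-absorbance of released pNA at 405 nm, two timepoints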
RPL19A-GFP yeast: modulators of TOR pathway RPL19A-GFP in S. cerevisiae; S. cerevisiae RPL19A-GFP strain, flow cytometry, 3 h; stronger effect = lower value; percent response vs DMSO, % at 10 µM; actives 0.3% (n = 330,000); AID 2025;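 active = percent response vs DMSO below 50%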;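 note: median channel GFP fluorescence of the barcoded RPL19A-GFP strain; ratio of sample median GFP to plate DMSO average so 100% = DMSO; lower means less RPL19A-GFP as with rapamycin TOR inhibition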
proCasp3 act: activates human procaspase-3. AID 463141. recombinant procaspase-3 D3A, Ac-DEVD-pNA absorbance 405 nm. P42574. activation, % at 8.5 µM. actives 0.11% (n = 330,000);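 active = activation above the mean of all tested compounds plus 3 SD, cut at about 21% in these data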;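 note: 0% = DMSO alone and 100% = DMSO wells spiked with extra 5 µM PC-3 D3A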
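Test system: Procaspase-3 D3A mutant; medium: Zinc-free HEPES/NaCl buffer with 0.01% Triton X-100 at pH 7.4; reagent: DEVD-pNA substrate; doses: one concentration, 8.5 µM nominal, 0.8% DMSO; times: 1 h preincubation plus 2 h reaction at 25 °C; signal: Epi-absorbance at 405 nm of released p-nitroaniline, 0 and 120 min; replicates: singlicate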
AHR activator: activates the human aryl hydrocarbon receptor; P35869; AID 2796; activation, % at 5 µM; actives 2.5% (n = 320,000); AHR-responsive luciferase reporter cells, luminescence; in the data active = activation above about 47%;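 note: 0% = vehicle wells and 100% = reference agonist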
ZTA counter: blocks Epstein-Barr virus ZTA, an EBNA-1 counter-screen; P03206; ZTA-DNA binding, fluorescence polarization; inhibition, % at 11 µM; actives 0.15% (n = 320,000); in the data active = inhibition above about 33%
EBNA-1 inhibitor: blocks EBNA-1 binding to DNA; EBNA-1 DNA binding, fluorescence polarization; inhibition, % at 14.8 µM; actives 0.34% (n = 300,000); AID 1950; in the data active = inhibition above about 28%
The depositor's hits bear a star; . = no result given.

SMILES	MEP2-GFP yeast	LAP4-GFP MLPCN	proCasp7 act	RPL19A-GFP yeast	proCasp3 act	AHR activator	ZTA counter	EBNA-1 inhibitor
CCn1c(Cc2ccccc2)nnc1SCC(=O)c1cccc([N+](=O)[O-])c1	111.5	107.6	3.2	104.5	-1.0	0.9	-2.5	4.8
COC(=O)c1ccccc1NC(=O)c1ccc2nccnc2c1	108.5	112.8	-0.4	98.8	5.7	2.6	3.5	3.7
O=C(CSc1ccc2nnc(-c3ccc(F)cc3)n2n1)NCC1CCCO1 (stereo not given)	102.8	103.6	-8.1	94.6	-3.2	-0.4	-9.3	3.1
COc1ccc(C(=O)Nc2ccc3c(c2)CCCN3C(=O)c2cccs2)c(OC)c1	93.2	107.6	0.2	100.4	4.2	-4.5	-1.5	0.0
CC(C)NC(=O)NC(=O)COC(=O)c1c2c(nc3ccccc13)CCC2	110.0	112.7	3.7	104.1	12.8	0.3	-5.8	-15.9
COc1ccc(C(=O)Nc2nc3cc4c(cc3s2)OCO4)c(OC)c1	95.6	106.0	13.2	93.0	2.5	8.6	1.0	4.6
Nc1cc(C(=O)OCC(=O)N2CCCC2)ccc1Cl	97.7	92.1	1.4	99.3	-0.5	2.7	-1.0	-8.8
CN1CCN(S(=O)(=O)c2ccc(Br)c3ccccc23)CC1	104.0	88.4	11.6	98.5	-2.5	-1.2	-7.1	-6.2
COC(=O)C1CCN(C(=O)COC(=O)CNC(=O)c2ccc(Cl)cc2Cl)CC1	103.5	108.7	-2.1	98.8	-1.7	-1.5	10.4	.
CC(=O)c1ccc(S(=O)(=O)Nc2ccccc2C(=O)NC2CC2)cc1	98.2	92.7	8.3	94.6	8.1	0.5	9.1	.
COCCOC(=O)c1c(C)nc(SCC(=O)Nc2ccc(C)cc2)c(C#N)c1-c1ccco1	105.2	101.0	-4.8	102.4	6.7	10.9	6.1	-1.0
Cc1nn(CC(=O)Nc2ccc(F)cc2)c(=O)c2ccccc12	101.7	100.9	-3.0	106.1	-5.0	2.6	-8.5	-5.6
CCOC(=O)Cc1cnc(NC(=O)CSc2nc(N)cc(=O)[nH]2)s1	99.4	112.0	-2.8	91.2	-6.7	1.6	5.7	2.9
O=C1C=C(Nc2ccc(O)cc2)C(=O)c2ccccc21	113.1	114.3	12.7	110.9	-2.1	33.1	7.5	3.0
CCC(=O)N1CCN(c2ccccc2NC(=O)c2cccc(C)c2)CC1	105.5	110.4	5.5	103.3	2.8	0.6	-8.1	1.0
CCc1nc(SCC(=O)c2cccc([N+](=O)[O-])c2)n[nH]1	102.8	102.2	-7.2	106.5	1.4	3.8	1.8	-13.5
Cc1ccc2c(c1)N(CC(=O)NCCCN1CCCCC1)C(=O)CO2	104.0	89.8	-0.9	97.4	12.4	-0.9	-12.3	-1.6
Cc1nnc(NC(=O)CSc2nnc(Cc3ccccc3)n2Cc2ccccc2)s1	99.5	97.5	17.3	97.6	4.6	1.9	-0.8	-7.6
CCn1c(N2CCN(C(=O)/C=C/c3ccccc3)CC2)nc2ccccc21	106.7	96.2	1.5	104.2	-1.6	7.7	-0.5	-0.7
O=C(CCN1C(=O)c2ccccc2C1=O)N1CCC(c2ccccc2)C1 (stereo not given)	102.4	100.6	10.0	98.8	0.9	0.3	-16.1	3.9
CCOC(=O)C(NC(C)=O)C(O)c1ccc([N+](=O)[O-])cc1 (stereo not given)	99.9	104.5	3.9	94.2	3.6	0.7	-23.1	2.0
O=C(CN(c1ccccc1F)S(=O)(=O)c1ccccc1)Nc1ccc2c(c1)OCCO2	101.4	99.1	2.2	97.1	8.0	20.9	1.1	-4.4
COc1cccc(/C=C/C(=O)OCC(=O)Nc2cc(S(=O)(=O)N3CCOCC3)ccc2C)c1	104.3	101.2	5.4	99.9	-16.6	-0.3	-9.4	-0.2
CC(C)Oc1cccc(-c2cc(C(=O)NC(=S)N(C)c3ccccc3C(=O)O)c3ccccc3n2)c1	108.0	92.1	-20.8	110.5	-10.3	49.7*	4.4	-4.9

12 of the compounds above, with values under each structure.
Below each SMILES: MEP2-GFP yeast, LAP4-GFP MLPCN, proCasp7 act, RPL19A-GFP yeast, proCasp3 act, AHR activator, ZTA counter, EBNA-1 inhibitor
CCOC(=O)Cc1cnc(NC(=O)CSc2nc(N)cc(=O)[nH]2)s1
→ 99.4, 112.0, -2.8, 91.2, -6.7, 1.6, 5.7, 2.9
O=C1C=C(Nc2ccc(O)cc2)C(=O)c2ccccc21
→ 113.1, 114.3, 12.7, 110.9, -2.1, 33.1, 7.5, 3.0
CCC(=O)N1CCN(c2ccccc2NC(=O)c2cccc(C)c2)CC1
→ 105.5, 110.4, 5.5, 103.3, 2.8, 0.6, -8.1, 1.0
CCc1nc(SCC(=O)c2cccc([N+](=O)[O-])c2)n[nH]1
→ 102.8, 102.2, -7.2, 106.5, 1.4, 3.8, 1.8, -13.5
Cc1ccc2c(c1)N(CC(=O)NCCCN1CCCCC1)C(=O)CO2
→ 104.0, 89.8, -0.9, 97.4, 12.4, -0.9, -12.3, -1.6
Cc1nnc(NC(=O)CSc2nnc(Cc3ccccc3)n2Cc2ccccc2)s1
→ 99.5, 97.5, 17.3, 97.6, 4.6, 1.9, -0.8, -7.6
CCn1c(N2CCN(C(=O)/C=C/c3ccccc3)CC2)nc2ccccc21
→ 106.7, 96.2, 1.5, 104.2, -1.6, 7.7, -0.5, -0.7
O=C(CCN1C(=O)c2ccccc2C1=O)N1CCC(c2ccccc2)C1 (stereo not given)
→ 102.4, 100.6, 10.0, 98.8, 0.9, 0.3, -16.1, 3.9
CCOC(=O)C(NC(C)=O)C(O)c1ccc([N+](=O)[O-])cc1 (stereo not given)
→ 99.9, 104.5, 3.9, 94.2, 3.6, 0.7, -23.1, 2.0
O=C(CN(c1ccccc1F)S(=O)(=O)c1ccccc1)Nc1ccc2c(c1)OCCO2
→ 101.4, 99.1, 2.2, 97.1, 8.0, 20.9, 1.1, -4.4
COc1cccc(/C=C/C(=O)OCC(=O)Nc2cc(S(=O)(=O)N3CCOCC3)ccc2C)c1
→ 104.3, 101.2, 5.4, 99.9, -16.6, -0.3, -9.4, -0.2
CC(C)Oc1cccc(-c2cc(C(=O)NC(=S)N(C)c3ccccc3C(=O)O)c3ccccc3n2)c1
→ 108.0, 92.1, -20.8, 110.5, -10.3, 49.7*, 4.4, -4.9

(cont.)
SMILES	MEP2-GFP yeast	LAP4-GFP MLPCN	proCasp7 act	RPL19A-GFP yeast	proCasp3 act	AHR activator	ZTA counter	EBNA-1 inhibitor
CC(=O)c1ccc(OCCCC(=O)Nc2cccc(S(=O)(=O)N3CCOCC3)c2)cc1	100.0	93.0	5.2	97.0	2.1	-0.5	.	.
CCOc1ccc(NC(=O)c2ccccc2-c2ccccc2C(=O)O)cc1	86.2	92.6	-3.9	88.3	0.8	1.7	11.2	-11.7
CC(C)OC(=O)CSc1nc2cc3c(cc2cc1C#N)OCO3	100.8	94.2	-4.2	100.6	-5.0	19.6	7.2	-9.3
Cc1nnc(SCC(=O)NC(=O)NC(C)C)s1	141.0	106.9	8.2	94.6	4.0	2.8	3.9	-3.8
Cc1ccccc1N(C(=O)c1csnn1)C(C(=O)NC(C)(C)C)c1cccs1 (stereo not given)	103.4	99.5	5.6	92.9	11.8	-0.5	14.4	-6.5
COc1ccccc1C(=O)NCC(=O)Nc1cccnc1	102.2	90.3	5.9	101.5	2.6	7.1	-10.0	1.1
O=C(COc1ccccc1)Nc1ccncc1	92.8	92.8	8.6	96.3	1.3	2.1	9.5	2.7
COc1ccc(C2OC(=O)CC2C(=O)NCc2ccc(F)cc2)cc1OC (stereo not given)	97.7	98.3	6.0	104.2	3.5	1.0	-7.5	-3.0
COc1ccc(CNC(=O)c2nnn(-c3cccc(C(F)(F)F)c3)c2N)cc1	108.4	100.3	-2.6	102.4	-5.8	-2.0	18.1	-8.1
O=C(c1csc2c1CCCC2)N1CCN(c2ccccc2)CC1	95.4	117.8	-0.7	94.4	-1.8	2.7	11.5	6.2
COc1ccc(CCNC(=S)NC(=O)c2cccc(Cl)c2)cc1OC	93.0	129.1	-9.2	97.2	-6.3	14.3	11.1	5.1
CNC(=O)c1nc(C)c(C2(C)CC(c3ccccc3)=NO2)s1 (stereo not given)	97.8	101.6	6.4	97.6	-0.5	2.5	12.6	-3.7
O=C(NC1CCCC1)c1cccc(S(=O)(=O)N2CCOCC2)c1	106.5	101.0	3.8	99.2	-2.6	0.9	-3.3	.
COc1ccc([N+](=O)[O-])cc1NC(=O)N(C)Cc1ccco1	108.8	96.0	-13.0	108.0	1.4	5.3	-8.0	-10.6
NS(=O)(=O)c1ccc(CCNCC(=O)NCc2ccccc2Cl)cc1	97.4	91.8	-0.8	92.3	1.7	0.3	-5.3	-2.3
COC(=O)C1=C(O)CSC1=Nc1ccc(C)cc1	104.8	90.5	-12.0	98.3	0.2	-6.6	-3.8	-0.9
O=C(O)c1ccc(Cl)c(S(=O)(=O)NC(Cc2ccccc2)C(=O)O)c1 (stereo not given)	103.3	100.3	-6.0	112.7	-5.2	-0.5	-3.7	13.5
COc1ccc(CCNC(=O)CSc2nc3sc(C(=O)O)c(C)c3c(=O)[nH]2)cc1OC	98.6	73.2	-3.0	110.4	2.5	2.1	0.0	-2.4
CCc1ccccc1NC(=O)C/C(C)=N/NC(=O)COc1ccccc1C	94.0	95.3	9.1	98.0	-1.6	3.4	-12.5	4.0
COc1ccc(NC(=O)c2ccc(-c3ccc(C(C)=O)cc3)o2)cn1	96.9	104.7	10.5	106.3	-1.6	4.4	-15.8	.
COc1ccc([C@H]2[C@H](C(C)=O)N3N=Cc4ccccc4C3C23C(=O)OC(C)(C)OC3=O)cc1 (stereo not given in full)	104.8	105.2	1.6	95.5	-5.2	8.5	-11.9	-3.4
O=C(Cc1cccc(Cl)c1)Nc1ccc(Br)cc1	111.6	110.2	9.1	100.4	2.7	26.6	16.8	3.6
Nc1ncnc2c1ncn2C1OC(C(=O)NC2CC2)C(O)C1O (stereo not given)	101.0	107.4	-2.4	102.0	9.1	-2.3	-1.8	6.3
CC(=O)Nc1ccc(S(=O)(=O)N(C#N)c2nc(N(C)C)nc(N(C)C)n2)cc1	105.4	91.5	-1.1	100.8	8.3	7.2	-14.6	-5.7
CC(=O)N1CCN(c2nc(N)c(C#N)c(CC#N)c2C#N)CC1	97.9	101.4	-23.0	101.1	-6.3	0.3	-8.0	6.1
COc1ccc(C2C(C(=O)N3CCN(C)CC3)c3cc(OC)c(OC)cc3C(=O)N2C)cc1 (stereo not given)	105.5	110.0	-2.9	110.8	-4.7	-2.4	0.6	2.6
Cc1ccnc(SCC(=O)c2cc3ccccc3o2)n1	94.9	113.6	-1.5	94.5	-5.2	-2.1	6.1	-0.4
CC(C)OC(=O)c1ccc(N2C(=O)C3CC=CCC3C2=O)cc1 (stereo not given)	98.8	102.6	7.9	100.4	5.2	9.3	1.7	-10.2
COc1cccc(C2CCCN2Cc2nc(-c3cnccn3)no2)c1 (stereo not given)	93.8	109.8	-0.6	99.5	8.6	4.5	12.8	0.5

Bioassay records: PubChem BioAssay, several laboratories

The order is random. Share with any hit: about 3.8%.
